From PubChem BioAssay
STAT1 act: activators of IFN-gamma induced STAT1 signaling; NIH 3T3 STAT1-luciferase reporter, luminescence; 100% = IFN-gamma alone, no compound; activation (% of control), % at 5.5 µM; 200,000 tested, 2.6% active;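 active = activation above the screen-wide mean activation plus 3 SD, cut at about 130% in these data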;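 also: raw ratio to IFN-gamma control signal so 100% means no change and 0% no light; values of inactives mirror those of a sister screen read the other way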
Diaph inh CS: counter-screen for diaphorase-based assays: diaphorase inhibitors and chemical oxidizers; diaphorase resazurin-to-resorufin fluorescence, NADH, 16 min; bacterial (C. kluyveri) enzyme, not human; inhibition, % at 20 µM; 190,000 tested, 0.69% active; AID 1217;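 active = primary screen inhibition at 20 µM above a set limit, cut at about 50% in these data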;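 also: plate controls were DMSO with full reaction for no effect and wells lacking NADH for full effect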
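material = Clostridium kluyveri diaphorase enzyme | amount = 0.14 U/mL diaphorase, enzyme working solution | schedule = incubation 16 min, room temperature | detection = fluorescence of resorufin formed from resazurin, Ex 544/Em 590 nm | benchmarks = positive control minus NADH, DMSO neutral control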
G6PDH CS: inhibits Leuconostoc G6PDH, flagging false hits in G6PDH-based assays. inhibition, % at 5 µM. AID 1020. Purified L. mesenteroides G6PDH, diaphorase/resazurin coupled fluorescence, 45 min. 200,000 tested, 0.12% active; in the data active = inhibition above about 50%
STAT1 inh: inhibitors of IFN-gamma induced STAT1 signaling. NIH 3T3 STAT1-luciferase reporter, luminescence. inhibition, % at 5.5 µM. 200,000 tested, 0.35% active;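 active = inhibition above a set limit, the mean inhibition across all tested compounds plus 3 SD, cut at about 34% in these data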;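 also: 0% = IFN-gamma with DMSO and 100% = IFN-gamma with 300 µM nifuroxazide; values of inactives mirror those of a sister screen read the other way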
APP 5UTR inh: APP translation inhibition; 190,000 tested, 0.82% active; AID 1285; inhibition, % at 2 µM; SH-SY5Y APP 5'UTR-luciferase reporter, luminescence;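 active = inhibition above a set limit, derived from the sample mean plus 3 SD, cut at about 45% in these data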; also: values of inactives mirror those of a sister screen read the other way
TLR4 MyD88 comp: blocks binding of human TLR4 to MyD88. HeLa CL3-4 TLR4/MyD88 BLA complementation, FRET ratio. O00206+Q99836. 200,000 tested, 0.18% active. inhibition, % at 8.4 µM. AID 861; in the data active = inhibition above about 25%;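 also: 0% = vehicle and 100% = reference inhibitor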
Target sequence (O00206 whole entry, looked up): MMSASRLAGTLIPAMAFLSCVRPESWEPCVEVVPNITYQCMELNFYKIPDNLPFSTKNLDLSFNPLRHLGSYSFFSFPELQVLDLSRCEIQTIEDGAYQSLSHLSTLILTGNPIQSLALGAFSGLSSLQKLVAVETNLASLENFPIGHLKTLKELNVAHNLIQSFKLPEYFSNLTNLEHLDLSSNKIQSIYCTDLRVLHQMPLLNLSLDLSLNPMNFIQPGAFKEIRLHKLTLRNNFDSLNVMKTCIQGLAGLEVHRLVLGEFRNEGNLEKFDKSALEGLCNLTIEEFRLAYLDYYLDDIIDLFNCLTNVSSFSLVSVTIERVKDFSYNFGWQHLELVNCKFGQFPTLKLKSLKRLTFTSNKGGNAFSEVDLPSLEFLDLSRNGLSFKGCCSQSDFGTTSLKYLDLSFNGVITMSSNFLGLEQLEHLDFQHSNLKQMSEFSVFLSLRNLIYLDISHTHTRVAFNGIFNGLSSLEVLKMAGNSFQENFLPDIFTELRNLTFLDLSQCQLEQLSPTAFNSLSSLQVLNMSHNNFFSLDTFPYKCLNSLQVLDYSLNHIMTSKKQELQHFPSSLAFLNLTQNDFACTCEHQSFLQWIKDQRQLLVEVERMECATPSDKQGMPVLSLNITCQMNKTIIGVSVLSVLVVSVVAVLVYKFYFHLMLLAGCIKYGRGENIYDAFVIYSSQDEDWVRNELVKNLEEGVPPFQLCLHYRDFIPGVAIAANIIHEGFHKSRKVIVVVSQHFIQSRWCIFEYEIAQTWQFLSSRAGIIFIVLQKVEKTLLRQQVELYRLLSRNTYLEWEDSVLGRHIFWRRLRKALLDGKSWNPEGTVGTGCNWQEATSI
Target sequence (Q99836 whole entry, looked up): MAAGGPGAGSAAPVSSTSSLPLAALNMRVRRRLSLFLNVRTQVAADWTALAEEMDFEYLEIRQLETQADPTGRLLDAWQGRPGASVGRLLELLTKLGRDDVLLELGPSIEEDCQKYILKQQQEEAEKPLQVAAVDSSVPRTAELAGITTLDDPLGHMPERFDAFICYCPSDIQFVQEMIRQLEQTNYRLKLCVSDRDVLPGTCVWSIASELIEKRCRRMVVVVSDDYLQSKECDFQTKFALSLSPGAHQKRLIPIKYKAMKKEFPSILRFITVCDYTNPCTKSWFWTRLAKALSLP
Hsp70 activator: transcriptional activators of Hsp70. HeLa Hsp70 promoter luciferase reporter, luminescence; scaled: vehicle 0, proteasome-inhibitor control 100%. 200,000 tested, 0.04% active. activation, % at 10 µM;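 active = activation above the mean across all tested compounds plus 3 SD, cutoff set per campaign, cut at about 5.5% in these data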;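 also: 100% = MG132 at 30 µM as the positive control and 0% = DMSO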
STAT3 activator: increases IL-6 driven STAT3 reporter signal; U3A cells, IL-6 STAT3-luciferase reporter, luminescence; 100% = signal with IL-6 EC80 alone; activation (% of control), % at 5.6 µM; 190,000 tested, 0.91% active; AID 871;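 active = activation above the screen-wide mean of compound activation plus 3 SD, cut at about 130% in these data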;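 also: 0% = background luminescence of wells with medium and substrate only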
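Material: STAT1-lacking human U3A cells, STAT3 luciferase reporter | Benchmarks: IL-6-only wells as 100% reference | Probe or stimulus: IL-6 (33 ng/mL) | Timing: Compound 1 h, then IL-6 6 h at 37 °C | Detection: Luminescence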
STAT3 blocker: reduces IL-6 driven STAT3 reporter signal. U3A cells, IL-6 STAT3-luciferase reporter, luminescence; host cell line lacks STAT1. inhibition, % at 5.5 µM. 190,000 tested, 0.89% active. AID 862;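 active = inhibition above the mean inhibition across all screened compounds plus 3 SD, cut at about 44% in these data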;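 also: 0% = DMSO only wells and 100% = 100 µM nifuroxazide control wells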
Diaphorase act: diaphorase activation or chemical reduction counter-screen. activation factor at 20 µM. 190,000 tested, 0.005% active. Diaphorase/resazurin coupled assay, resorufin fluorescence, 16 min; active compounds read high; 1 = vehicle wells, 0 = NADH-free wells;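 active = diaphorase activity raised at least twofold by the compound at 20 µM; inactive = activation factor below 2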
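Material: bacterial diaphorase enzyme (C. kluyveri); amount: enzyme 0.07 U/mL final; reagent: NADH substrate 0.114 mM plus resazurin dye 0.1 mM, final; doses: single compound dose of 20 µM, 1% DMSO final; timing: 16 min enzyme reaction, ambient temperature; measured by: fluorescence of resorufin, 544 nm excitation, 590 nm emission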
* = called active by the depositor; · = no result given; & = joins results of further samples.

SMILES	STAT1 act	Diaph inh CS	G6PDH CS	STAT1 inh	APP 5UTR inh	TLR4 MyD88 comp	Hsp70 activator	STAT3 activator	STAT3 blocker	Diaphorase act
CCCN(Cc1ccccc1)S(=O)(=O)c1ccc(N2C(=O)CCC2=O)cc1	96	10	0	4	15	-10	-0.3	99	6	0.9
COC(=O)C1=NNC2(c3ccc(C)cc3)C(=O)N(c3cccc(C)c3C)C(=O)C12 (centres undefined)	104	9	6	-2	-18	0	-0.2	101	-4	0.9
COc1ccc2nc(SCCOC(=O)Nc3ccc(Cl)cc3)nc(C)c2c1	102	11	-6	-2	-5	5	-0.4	98	2	0.9
CCOC(=O)C1=C(C)N=C2SC(CC)C(=O)N2C1c1cccc(F)c1 (centres undefined)	91	7	20	9	0	2	0.0	102	1	0.9
CC(C)CCN1CCN(Cc2cccc(-n3cccn3)c2)CC1CCO (centres undefined)	96	20	15	2	6	22	-0.3	104	-1	0.8
CC1(C)Oc2ccc(C(=O)NC3CCCC3)cc2N(CC(=O)NC2CCCC2)C1=O	96	17	6	8	2	4	-0.3	101	-1	0.8
O=C(NNc1cccc(Cl)n1)c1cccnc1Cl	108	-3	-4	-9	-5	-11	-0.3	102	1	1
O=C(NCCNC(=O)C1CC2CCC1C2)C1CC2CCC1C2 (centres undefined)	90	3	7	10	2	-4	-0.3	98	6	1
Cc1ccc(CNC(=O)CSc2ccc(-c3ccccn3)nn2)cc1	100	49	0	0	10	1	0.0	100	5	0.5
CN(CCOc1ccccc1)CC(=O)Nc1ccc([N+](=O)[O-])cc1Cl	105	8	3	-6	-6	-6	-0.5	102	1	0.9
Cn1c[n+](C)cc1/C=N/O	103	14	0	-4	9	-10	0.3	104	-1	0.9
Cn1cccc1/C=N/N1CCN(c2ccccn2)CC1	107	1	16	-8	-10	-1	-0.2	83	23	1
COc1ccc(C/C(N)=N/OC(=O)C(c2ccccc2)c2ccccc2)cc1OC	101	26	12	-1	-11	2	-0.2	101	10	0.7
Cc1cc(/C=C2\NC(=S)N(C)C2=O)ccc1N1CCCC1	138*	28	11	-42	-125	23	0.1	106	5	0.7
CCOC(=O)c1cnc(C(C)(C)C)[nH]c1=O	95	1	1	6	12	-2	-0.3	103	-1	1
CCN1CCC2(CC1)C(C#N)=C(N)Oc1c2sc2nc(C)cc(C)c12	96	-2	7	4	-9	10	-0.2	114	-9	1
CC(C)N(C(=O)CSc1nc2c([nH]1)c(=O)n(C)c(=O)n2C)c1ccccc1	100	9	-6	0	-10	-7	-0.1	109	-2	0.9
CCN1/C(=C/c2ccc3cc(C)ccc3[n+]2C)Sc2ccc3sccc3c21	74	·	-1	28	20	-3	-0.5	88	19	·
COc1cccc(C(=O)NC2(C(F)(F)F)N=C3SCCN3C2=O)c1 (centres undefined)	92	-3	0	8	-12	-9	-0.3	97	7	1
O=C(NN=C1c2ccccc2-c2ccccc21)c1cccc(Br)c1	95	15	2	6	6	7	-0.4	96	4	0.9
CN1CCN(CC#CCC(O)(c2ccccc2)C2CCCC2)CC1 (centres undefined)	101	19	0	-1	-6	-8	-0.2	109	-7	0.8
COc1ccccc1N1C(=O)CC(Sc2ncccc2C(=O)O)C1=O (centres undefined)	102	11	3	-2	2	9	-0.2	101	3	0.9
O=C(N1CCOCC1)N1c2ccccc2Sc2ccccc21	96	13	5	4	-4	-2	-0.2	103	2	0.9
O=C(Nc1cccc2nsnc12)c1cccs1	126&112	19&4	12&6	-29&-13	-74&5	-3&0	-0.4&-0.4	101&108	2&-7	0.8&1
Cn1c(N)c(C(c2ccccc2)c2c(N)n(C)c(=O)n(C)c2=O)c(=O)n(C)c1=O	94	3	0	6	5	0	-0.5	93	10	1
The results go on:
SMILES	STAT1 act	Diaph inh CS	G6PDH CS	STAT1 inh	APP 5UTR inh	TLR4 MyD88 comp	Hsp70 activator	STAT3 activator	STAT3 blocker	Diaphorase act
CC(C(=O)Nc1ccc(S(=O)(=O)N2CCOCC2)cc1)N1CCN(c2ccccn2)CC1 (centres undefined)	87	6	-3	13	-12	-21	-0.4	94	8	0.9
COc1cc(NC(=O)CSc2nccc(=O)[nH]2)c(C)cc1[N+](=O)[O-]	103	19	3	-5	-3	9	0.0	105	2	0.8
O=C1c2ccccc2C(=O)N1CCCc1nc(-c2ccccn2)no1	109	0	-5	-10	-19	8	-0.2	104	-2	1
CCN(CC)CCCN=Cc1c(O)n(Cc2ccccc2)c(=O)c2ccccc12	99	0	12	2	-27	1	-0.4	104	-2	1
COc1cc2c(cc1OC)CN(C(=O)C(C)(C)C)CC2	102	5	4	-3	9	-2	-0.2	101	6	0.9
O=C(CN1C(=O)CSC1=O)Nc1ccc(C(=O)O)cc1	102	7	4	-2	-4	-5	-0.2	108	-5	0.9
CC1(C)O[C@@H]2[C@@H](CO[C@@]3(COS(N)(=O)=O)OC(C)(C)O[C@@H]23)O1	·	6	7	·	·	·	0.7	·	·	0.9
CC(=O)NC(CCS(C)(=O)=O)C(=O)Nc1ccc(Oc2ccccc2)cc1 (centres undefined)	86	1	1	16	-4	5	-0.1	98	3	1
COC(=O)C(C)N(C#N)c1nc(C)cc(C)n1 (centres undefined)	92	14	-8	9	5	3	0.1	98	10	0.9
Cc1nnc(NC(=O)c2ccco2)s1	103	18	-15	-3	-5	-11	-0.4	106	-2	0.8
Cc1cccc(C)c1NC(=O)CN(C)C(=O)C(c1ccccc1)c1ccccc1	98	8	11	2	-14	-5	-0.2	96	7	0.9
C/C(=N\NC(=O)Cc1ccccc1)c1cccs1	104	14	4	-5	1	13	-0.3	100	8	0.9
CCOC(=O)c1ccc(N2CCN(c3ccccc3F)CC2)c(NC(=O)Nc2cccc(OC)c2)c1	96	14	8	4	-5	2	-0.2	111	-8	0.9
NC(=O)C1CCCN(C(=S)NCc2ccc3c(c2)OCO3)C1 (centres undefined)	95	-9	8	5	-14	-6	-0.2	97	12	1.1
O=C(COc1ccc2ccccc2c1)N/N=C/C1CC=CCC1 (centres undefined)	99	21	2	0	-1	3	-0.2	100	1	0.8
COc1cc2c(C(=O)N3CCN(c4cccc(Cl)c4)CC3)cn(C)c(=O)c2cc1OC	93	16	6	7	-9	9	-0.1	94	4	0.8
O=C(O)CCCC(=O)Nc1ccn(-c2ccccc2)n1	108	4	6	-11	-14	-6	-0.4	108	-5	1
COc1cc(/C=C/C(=O)N(C)c2ccccc2C(=O)O)cc(OC)c1OC	102	3	7	-2	-5	3	-0.4	100	4	1
S=c1nc(-c2ccco2)[nH][nH]1	98	3	1	2	-3	0	0.0	108	-13	1
COc1ccc(OC)c(C(c2nnnn2Cc2ccccc2)N2CCC(C(N)=O)CC2)c1 (centres undefined)	97	-9	2	4	2	1	0.3	102	4	1.1
COc1cc(CC(C#N)(CO)c2nc3ccccc3[nH]2)ccc1OC(F)F (centres undefined)	93	14	10	8	0	-11	0.0	95	8	0.9
COc1ccc(N2CCN(CCCNS(=O)(=O)c3ccc4c(c3)oc(=O)n4C)CC2)cc1	103	8	4	-3	-40	0	0.1	108	0	0.9
Cc1cc(-c2nnc(CCC(=O)NC(C)c3cccc4ccccc34)o2)no1 (centres undefined)	107	4	10	-10	-3	-18	0.0	108	-6	1
CCCNC(=O)NC(=O)COC(=O)/C=C/c1cc(Br)ccc1F	91	5	-5	9	-9	6	0.0	87	19	1
O=C(NCc1cccs1)c1cccn2c(=O)c3sccc3nc12	103	35	4	-5	-14	-4	-0.3	88	21	0.7
Following part.
SMILES	STAT1 act	Diaph inh CS	G6PDH CS	STAT1 inh	APP 5UTR inh	TLR4 MyD88 comp	Hsp70 activator	STAT3 activator	STAT3 blocker	Diaphorase act
CCOc1ccc2nc(NC(=O)C3CCCO3)sc2c1 (centres undefined)	140*	·	5	-46	-158	-1	0.1	81	25	·
CCOc1ccc(Nc2oc(-c3ccco3)nc2C#N)cc1	111	23	5	-11	-9	5	-0.2	100	6	0.8
C(=N\N=C\c1cccnc1)/c1cccnc1	107	5	0	-8	-11	8	-0.3	104	-3	1
O=c1c2ccccc2c(-c2n[nH]c(=S)o2)nn1Cc1ccccc1	96	12	15	4	-16	-12	0.0	105	2	0.9
Cc1ccc(NC(=S)NCc2ccc3[nH]c4c(c3c2)CCCC4)cc1	113	16	22	-14	-13	7	0.0	106	-7	0.8
CC(C)Oc1ccc(C(=O)OC(C)C(=O)Nc2nc(-c3cccc([N+](=O)[O-])c3)cs2)cc1 (centres undefined)	91	14	-4	9	5	-13	-0.3	95	7	0.9
CCC(C)C(NC(=O)C(N)CC(C)C)C(=O)NC(CCC(=O)OCc1ccccc1)C(N)=O (centres undefined)	104	7	6	-4	5	-2	0.5	101	3	0.9
O=C(COC(=O)c1cc(Br)ccc1Cl)NC1CC1	98	8	2	2	-20	-1	-0.2	98	1	0.9
C=CCNC(=O)NC(=O)COC(=O)c1ccccc1Sc1ccc(C(F)(F)F)cc1[N+](=O)[O-]	103	5	8	-4	·	-14	-0.3	108	-9	0.9
CCc1nnc(SCc2ccc(OC)c(Br)c2)n1N	90	-8	-4	12	9	-9	-0.1	98	7	1.1
FC(F)(F)c1cccc(Cc2noc(CN3CCC(c4ccncc4)CC3)n2)c1	75	22	17	27	6	1	0.0	88	24	0.8
Cc1ccc(NC(=O)c2ccc(S(=O)(=O)N3CCCC3)cc2)cc1	100	·	·	7	18	9	-0.4	91	13	·
CCOc1ccc(C(=O)NC(=S)Nc2ccc(N3CCC(C)CC3)cc2)cc1[N+](=O)[O-]	93	8	0	8	·	-6	-0.3	91	17	0.9
COC(=O)CC1C(=O)NCCN1C(=O)c1ccc(S(=O)(=O)N2CCOCC2)cc1 (centres undefined)	95	9	5	3	-10	8	0.4	99	3	0.9
N#Cc1nc(COc2cccc(Cl)c2)oc1NCc1ccncc1	98	-8	0	0	8	3	0.9	105	-4	1.1
C[C@@H]1NC(=O)[C@H](CCCN=C(N)N)NC(=O)c2cc([N+](=O)[O-])cc(I)c2OCC[C@@H](C(=O)NC(CC(=O)O)C(N)=O)NC1=O (some centres undefined)	98	32	14	3	1	-5	-0.5	102	-5	0.7

Four records picked at random from the list so far:
SMILES	STAT1 act	Diaph inh CS	G6PDH CS	STAT1 inh	APP 5UTR inh	TLR4 MyD88 comp	Hsp70 activator	STAT3 activator	STAT3 blocker	Diaphorase act
COC(=O)CC1C(=O)NCCN1C(=O)c1ccc(S(=O)(=O)N2CCOCC2)cc1 (centres undefined)	95	9	5	3	-10	8	0.4	99	3	0.9
CCOc1ccc(Nc2oc(-c3ccco3)nc2C#N)cc1	111	23	5	-11	-9	5	-0.2	100	6	0.8
N#Cc1nc(COc2cccc(Cl)c2)oc1NCc1ccncc1	98	-8	0	0	8	3	0.9	105	-4	1.1
CCOc1ccc2nc(NC(=O)C3CCCO3)sc2c1 (centres undefined)	140*	·	5	-46	-158	-1	0.1	81	25	·

This is a random part of the collection (roughly 6.1% active in at least one column).
